PRC2 inh: EZH2/PRC2 methyltransferase inhibitors, primary screen, biochemical, DELFIA time-resolved fluorescence, single point; PRC2 H3K27 methylation, DELFIA TRF, 1 h; inhibition, % at 12.5 µM; hit rate 0.35% among 57,000;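 active = mean inhibition of replicates at least 50% and every single replicate also reaching 50%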;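 also: dimethyl H3K27 on biotinylated H3 21-44 peptide detected by antibody; plate controls were median neutral control wells for no effect and median positive control wells for full effect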
Target sequence (Q15910 whole entry, looked up): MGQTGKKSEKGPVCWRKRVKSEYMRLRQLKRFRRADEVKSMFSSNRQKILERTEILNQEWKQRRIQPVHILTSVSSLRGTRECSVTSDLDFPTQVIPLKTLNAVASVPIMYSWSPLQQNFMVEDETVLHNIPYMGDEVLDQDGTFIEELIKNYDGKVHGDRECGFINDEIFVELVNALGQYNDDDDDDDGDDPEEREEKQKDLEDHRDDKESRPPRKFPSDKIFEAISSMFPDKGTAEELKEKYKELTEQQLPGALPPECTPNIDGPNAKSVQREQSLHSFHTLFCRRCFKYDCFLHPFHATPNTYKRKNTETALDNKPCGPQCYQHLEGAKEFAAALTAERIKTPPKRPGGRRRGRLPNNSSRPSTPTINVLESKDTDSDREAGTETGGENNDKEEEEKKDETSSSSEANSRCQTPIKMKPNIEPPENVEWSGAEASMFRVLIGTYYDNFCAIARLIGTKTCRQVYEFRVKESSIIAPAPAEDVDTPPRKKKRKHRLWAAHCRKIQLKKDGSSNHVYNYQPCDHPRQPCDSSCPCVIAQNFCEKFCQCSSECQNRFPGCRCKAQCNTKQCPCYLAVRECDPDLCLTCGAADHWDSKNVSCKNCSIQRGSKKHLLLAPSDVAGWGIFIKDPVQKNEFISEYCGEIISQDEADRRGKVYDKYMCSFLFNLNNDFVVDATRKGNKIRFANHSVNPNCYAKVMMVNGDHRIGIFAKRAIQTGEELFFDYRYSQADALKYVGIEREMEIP
IDH1 mut inh: inhibitors of IDH1 R132H reductase, primary screen, biochemical, plate reader, single point | hit rate 0.18% among 70,000 | diaphorase/resazurin fluorescence, 60 min | inhibition, % at 10 µM | Isocitrate dehydrogenase [NADP] cytoplasmic (Homo sapiens), O75874; in the data active = inhibition above about 34%;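 also: 0% = DMSO and 100% = no enzyme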
* hit, by the source's call; nt = no result given. These rows are one share of the data, so the mix of outcomes need not match the whole.

SMILES	PRC2 inh	IDH1 mut inh
COc1ccc(NC(=O)N(C)C[C@@H]2Oc3ccc(NC(=O)c4ccncc4)cc3CC(=O)N([C@H](C)CO)C[C@@H]2C)cc1	1.2	nt
COc1ccc(NC(=O)CSc2nnc(-c3ccccc3)n2-c2ccccc2)c([N+](=O)[O-])c1	13.6	0.0
Cc1ccc(S(=O)(=O)Nc2ccc3c(c2)C(=O)N([C@@H](C)CO)C[C@@H](C)[C@@H](CN(C)C(=O)CCCN(C)C)OCCCC[C@@H](C)O3)cc1	nt	0.1
C[C@@H]1CN([C@H](C)CO)C(=O)c2cc(-c3ccncc3)cnc2O[C@@H]1CN(C)C(=O)NC1CCCC1	-8.8	0.0
CC(=O)N(C)C[C@@H]1Oc2ncc(C#C[C@H](C)O)cc2C(=O)N([C@@H](C)CO)C[C@@H]1C	-0.6	nt
Cc1ccc(S(=O)(=O)Nc2ccc3c(c2)CC(=O)N([C@@H](C)CO)C[C@@H](C)[C@H](CN(C)S(C)(=O)=O)O3)cc1	nt	0.0
CO[C@H]1CN(C)C(=O)c2ccc(NC(=O)Nc3ccccc3)cc2OC[C@@H](C)N(C(=O)CC2CC2)C[C@H]1C	-1.6	-0.4
O=C(C[C@@H]1CC[C@@H](NC(=O)Nc2ccc(C(F)(F)F)cc2)[C@@H](CO)O1)NCCN1CCCC1	-3.2	-0.1
Cc1nc(-c2ccccc2)sc1C(=O)C1C(=O)C(=O)N(CCN(C)C)C1c1cccc([N+](=O)[O-])c1 (stereo unspecified)	-2.3	-0.2
C[C@H](CO)N1C[C@H](C)[C@@H](CN(C)Cc2ccc(C(=O)O)cc2)Oc2ccc(NC(=O)CCN3CCOCC3)cc2C1=O	nt	3.5

Remaining list, next part:
SMILES	PRC2 inh	IDH1 mut inh
COc1ccc(-c2cnc3c(c2)C(=O)N([C@H](C)CO)C[C@H](C)[C@@H](CN(C)S(=O)(=O)c2ccc(OC)cc2)O3)cc1	-14.7	-0.1
COc1ccc(CN(C)C[C@H]2Oc3c(NC(=O)c4cc(C)nn4C)cccc3C(=O)N([C@H](C)CO)C[C@@H]2C)cc1	16.4	-2.8
Cn1nnnc1SCC(=O)Nc1ccc(F)c(F)c1	-4.7	-0.3
O=C1O[C@@H](c2ccccc2)[C@@H](c2ccccc2)N2[C@@H](c3ccc(OCCO)cc3)[C@]3(C(=O)Nc4ccc(C#CC5(O)CCCCCC5)cc43)[C@@H](C(=O)N3CCCCCCC3)[C@H]12	-19.0	-0.2
O=C1O[C@H](c2ccccc2)[C@H](c2ccccc2)N2[C@H]1[C@@H](C(=O)N1CCN(c3ncccn3)CC1)[C@]1(C(=O)Nc3ccccc31)[C@H]2c1ccccc1OCCO	-13.4	nt
O=C(C[C@@H]1CC[C@@H](NC(=O)C2CC2)[C@H](CO)O1)NCC1CC1	3.8	0.3
O=C(NCC[C@H]1CC[C@@H](NC(=O)C2CCCCC2)[C@H](CO)O1)Nc1ccc(Cl)cc1	-4.7	0.9
CCCNC(=O)N(C)C[C@@H]1Oc2ncc(C#CC3CC3)cc2C(=O)N([C@H](C)CO)C[C@H]1C	16.5	1.6
O=C(CCOc1ccccc1)Nc1nc2c(ccc3ccccc32)s1	16.4	-0.8
COc1ccc(CCN=C2CCc3ccccc3N2)cc1OC	4.2	0.1

Following part.
SMILES	PRC2 inh	IDH1 mut inh
CCN1C[C@@H](C)[C@H](OC)CN(C)C(=O)c2ccc(NC(=O)c3ccno3)cc2OC[C@H]1C	-12.9	-0.1
COCCNC(=O)c1ccccc1NC(=O)c1ccco1	1.3	0.2
O=C(CN1CCOCC1)NCC[C@@H]1CC[C@H](NC(=O)c2ccc3c(c2)OCO3)[C@@H](CO)O1	-13.8	0.1
O=C(C[C@H]1CC[C@H](NC(=O)CCN2CCCCC2)[C@H](CO)O1)Nc1ccc(-c2ccccc2)cc1	-1.0	-0.2
C[C@H]1CN([C@@H](C)CO)C(=O)c2cccc(NC(=O)C3CCOCC3)c2O[C@H]1CN(C)S(=O)(=O)c1cn(C)cn1	nt	2.4
C[C@@H]1CN([C@@H](C)CO)C(=O)c2cc(C#CCN(C)C)cnc2O[C@@H]1CN(C)C(=O)c1ccc(F)cc1	2.5	0.6
C[C@@H]1CN([C@@H](C)CO)S(=O)(=O)c2ccc(-c3cncnc3)cc2O[C@H]1CN(C)Cc1ccncc1	1.3	6.7
CC1(C)Cc2nc3nc(SCC(=O)c4ccc(Br)cc4)n(-c4ccccc4)c(=O)c3cc2CO1	-7.9	0.0
C[C@@H]1CN([C@H](C)CO)S(=O)(=O)c2ccc(-c3cccc(F)c3)cc2O[C@H]1CN(C)S(C)(=O)=O	nt	-5.2
COc1ccc(NC(=O)N(C)C[C@@H]2Oc3ccc(NC(=O)c4ccncc4)cc3C(=O)N([C@H](C)CO)C[C@@H]2C)cc1	-6.2	nt

2 of these compounds, set out differently:
Value order – PRC2 inh | IDH1 mut inh
> C[C@H]1CN([C@@H](C)CO)C(=O)c2cccc(NC(=O)C3CCOCC3)c2O[C@H]1CN(C)S(=O)(=O)c1cn(C)cn1
    nt | 2.4
> CC1(C)Cc2nc3nc(SCC(=O)c4ccc(Br)cc4)n(-c4ccccc4)c(=O)c3cc2CO1
    -7.9 | 0.0

Following part.
SMILES	PRC2 inh	IDH1 mut inh
COc1ccc(CN(C)C[C@@H]2OCCCC[C@@H](C)Oc3ccc(NC(=O)c4ccncc4)cc3C(=O)N([C@@H](C)CO)C[C@@H]2C)cc1	nt	2.2
COCC#Cc1cnc2c(c1)C(=O)N([C@@H](C)CO)C[C@H](C)[C@H](CN(C)Cc1ccc(-c3ccccc3)cc1)O2	-6.4	-2.9
CC(C)NC(=O)Nc1ccc2c(c1)C(=O)N([C@@H](C)CO)C[C@H](C)[C@H](CN(C)C(=O)Nc1ccc(C(F)(F)F)cc1)O2	-0.6	0.8
COc1ccc(NC(=O)Nc2ccc3c(c2)[C@H]2C[C@H](CC(=O)NCc4ccccc4F)O[C@H](CO)[C@H]2O3)cc1	-13.3	0.1
CNC[C@@H]1Oc2c(NC(=O)NC(C)C)cccc2C(=O)N([C@@H](C)CO)C[C@H]1C	nt	-4.0
O=C(C[C@H]1C[C@H]2c3cc(NS(=O)(=O)c4ccccc4)ccc3O[C@H]2[C@H](CO)O1)NC1CCCCC1	5.7	1.2
COc1ccc(NC(=O)Nc2ccc3c(c2)CC(=O)N([C@@H](C)CO)C[C@H](C)[C@H](CN(C)C(=O)Nc2ccc(C(F)(F)F)cc2)O3)cc1	nt	0.0
COCC#Cc1ccc2c(c1)O[C@H](CN(C)C(=O)C1CCOCC1)[C@H](C)CN([C@H](C)CO)S2(=O)=O	-8.8	-0.7
CNC[C@H]1OCCCC[C@@H](C)Oc2ccc(NC(=O)Nc3cccc4ccccc34)cc2C(=O)N([C@@H](C)CO)C[C@H]1C	-4.3	-13.1
C[C@@H](NC(=O)C[C@H]1C=C[C@H](NC(=O)c2cccnc2)[C@H](CO)O1)c1ccccc1	-4.9	0.2

Part of the list above, field by field:
COc1ccc(NC(=O)Nc2ccc3c(c2)[C@H]2C[C@H](CC(=O)NCc4ccccc4F)O[C@H](CO)[C@H]2O3)cc1
  PRC2 inh: -13.3; IDH1 mut inh: 0.1
CNC[C@@H]1Oc2c(NC(=O)NC(C)C)cccc2C(=O)N([C@@H](C)CO)C[C@H]1C
  PRC2 inh: nt; IDH1 mut inh: -4.0
O=C(C[C@H]1C[C@H]2c3cc(NS(=O)(=O)c4ccccc4)ccc3O[C@H]2[C@H](CO)O1)NC1CCCCC1
  PRC2 inh: 5.7; IDH1 mut inh: 1.2

Going on with the list.
SMILES	PRC2 inh	IDH1 mut inh
Cc1ccc(S(=O)(=O)Nc2ccc3c(c2)C(=O)N([C@@H](C)CO)C[C@H](C)[C@H](CN(C)C(=O)NC2CCCCC2)O3)cc1	-4.1	nt
CO[C@H]1CN(C)C(=O)c2cc(NC(=O)C3CCOCC3)ccc2OC[C@@H](C)N(Cc2nccs2)C[C@H]1C	0.1	-0.2
COc1ccccc1NC(=O)CSc1nc2nc(C)cc(C)c2c(=O)[nH]1	-17.8	3.6
C[C@H]1CN([C@@H](C)CO)C(=O)c2cc(NC(=O)Cc3cn(C)c4ccccc34)ccc2O[C@@H]1CN(C)S(=O)(=O)c1cccs1	nt	-0.1
C[C@@H]1CCCCO[C@H](CN(C)C)[C@H](C)CN([C@H](C)CO)C(=O)c2cc(NC(=O)Nc3ccc4c(c3)OCO4)ccc2O1	4.2	3.2
CCCc1cn(CC[C@@H]2CC[C@@H](NC(=O)C3CCCCC3)[C@@H](CO)O2)nn1	1.9	-0.3
C[C@@H]1CN([C@@H](C)CO)C(=O)Cc2cc(NS(C)(=O)=O)ccc2O[C@H]1CN(C)C(=O)Nc1cccc2ccccc12	-4.7	29.5
C[C@@H]1CN([C@@H](C)CO)C(=O)c2cc(NS(=O)(=O)c3ccc(Cl)cc3)ccc2O[C@@H](C)CCCCO[C@@H]1CN(C)C(=O)Nc1cccc2ccccc12	nt	0.8
CO[C@@H]1CN(C)C(=O)c2ccc(NC(=O)C3CCCC3)cc2OC[C@@H](C)N(Cc2cccnc2)C[C@H]1C	-2.6	0.2
C[C@H]1CN([C@@H](C)CO)C(=O)Cc2cc(NC(=O)Nc3ccccc3)ccc2O[C@@H]1CN(C)C(=O)Nc1ccc2c(c1)OCO2	nt	1.6

Going on with the list.
SMILES	PRC2 inh	IDH1 mut inh
O=C(CSc1nnc(Nc2ccccc2)n1-c1ccccc1)Nc1ccccc1Cl	3.7	-0.1
CC(C)CC#Cc1ccc2c(c1)O[C@@H](CN(C)C(=O)Nc1ccccc1)[C@@H](C)CN([C@H](C)CO)S2(=O)=O	18.0	0.1
CO[C@@H]1CN(C)C(=O)c2cc(NC(=O)Nc3ccccc3F)ccc2OC[C@H](C)N(C(C)=O)C[C@H]1C	-3.1	-0.6
CC(C)(C)[S@](=O)N1Cc2cc(C(=O)NCC(F)(F)F)nc(-c3cccc(-c4cccc(F)c4)c3)c2[C@@H]1CCO	1.5	0.6
O=C(COc1ccccc1[N+](=O)[O-])Nc1ccc2oc(=O)ccc2c1	-7.4	0.3
CO[C@H]1CN(C)C(=O)c2ccc(NC(=O)C3CC3)cc2OC[C@H](C)N(C(=O)C2CCOCC2)C[C@@H]1C	-1.4	-0.2
Cc1ccccc1-c1nc(S(=O)(=O)c2ccc(Br)cc2)c(NCc2cccnc2)o1	25.3	0.1
C[C@H](CO)N1C[C@H](C)[C@@H](CN(C)C(=O)c2ccccc2)OCCCC[C@H](C)Oc2ccc(NC(=O)c3ccncc3)cc2C1=O	-1.9	2.5
COc1ccc(CNC(=O)C[C@@H]2C=C[C@H](NS(=O)(=O)c3cccc(OC)c3)[C@H](CO)O2)cc1	7.9	0.0
COc1ccc(-c2cc(C(F)(F)F)nc(SCC(=O)Nc3ccc(C)cc3)n2)cc1	-0.9	-0.2

Next part.
SMILES	PRC2 inh	IDH1 mut inh
Cc1noc(C)c1NC(=O)N(C)C[C@@H]1Oc2ccc(NC(=O)CCCCCC(=O)Nc3ccccc3N)cc2C(=O)N([C@@H](C)CO)C[C@@H]1C	1.0	-0.1
Cc1noc(C)c1NC(=O)N(C)C[C@@H]1Oc2ccc(N(C)C)cc2C(=O)N([C@H](C)CO)C[C@H]1C	8.1	nt
C[C@H](CO)N1C[C@H](C)[C@@H](CN(C)C(=O)C2CCC2)Oc2cc(C#CC(C)(C)O)ccc2S1(=O)=O	-10.3	-3.1
CC(C)NC(=O)N(C)C[C@@H]1Oc2cc(C#C[C@@H](C)O)ccc2S(=O)(=O)N([C@H](C)CO)C[C@@H]1C	8.4	nt
C[C@H]1CN([C@@H](C)CO)C(=O)Cc2cc(NC(=O)Nc3ccc(C(F)(F)F)cc3)ccc2O[C@@H]1CN(C)C(=O)Nc1ccccc1	nt	-3.1
O=C(N[C@H]1CC[C@H](CCNC(=O)C2CCOCC2)O[C@@H]1CO)c1ccncc1	2.2	-0.1
C[C@H]1CN([C@@H](C)CO)C(=O)c2cc(Br)cnc2O[C@H]1CN(C)C(=O)NC1CCCC1	nt	-0.2
COc1ccc(NC(=O)N(C)C[C@@H]2Oc3ncc(Br)cc3C(=O)N([C@@H](C)CO)C[C@@H]2C)cc1	-18.8	nt
Cc1ccccc1S(=O)(=O)NCC[C@@H]1CC[C@@H](NC(=O)C2CCCC2)[C@@H](CO)O1	-0.1	-0.4
Cc1nnc(Sc2ccc(/C=N/NC(=O)CCCCCCC(=O)NO)o2)n1C	21.5	0.0

(listing goes on)
SMILES	PRC2 inh	IDH1 mut inh
C[C@@H]1CN([C@@H](C)CO)C(=O)c2cccc(NC(=O)c3ccc(-c4nccs4)cc3)c2O[C@@H]1CN(C)C(=O)Nc1ccc2c(c1)OCO2	nt	-1.1
Cc1ccc(-c2cc(C(F)F)n3ncc(C(=O)NCc4ccco4)c3n2)cc1	5.5	0.4
COc1ccc(CN(C)C[C@@H]2Oc3c(NC(=O)Nc4ccc(OC)cc4)cccc3C(=O)N([C@H](C)CO)C[C@@H]2C)cc1	nt	2.1
C[C@@H]1CN([C@@H](C)CO)C(=O)Cc2cc(NC(=O)CCCN(C)C)ccc2O[C@@H]1CN(C)S(=O)(=O)c1ccccc1	-1.3	-0.7
CCN(CC)S(=O)(=O)c1ccc(OC)c(NC(=O)c2cc3ccccc3oc2=O)c1	-5.6	-0.2
C[C@H]1CN([C@@H](C)CO)C(=O)c2cc(NC(=O)Cc3cn(C)c4ccccc34)ccc2O[C@H]1CN(C)S(=O)(=O)c1ccccc1	1.4	-40.1

Screening data: PubChem, Broad Institute
